From PubChem BioAssay
F508del corr – F508del CFTR correction, initial screen, CFBE line, single point; CFBE cells, YFP halide quenching; stimulated with forskolin plus potentiator P3; % fluorescence drop versus neutral controls; activity (quench increase), % at 7.58 µM; 350,000 tested, 0.36% active; AID 720511, 2013;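 active means mean added fluorescence quench of at least 8% versus neutral control, with both replicates also reaching 8%; inconclusive means only one of the mean or replicate conditions met; inactive means mean below 8% and not both replicates reaching 8%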;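 further: cells transiently co-express mutant CFTR-F508del with the halide-sensitive YFP; corrector assay measuring rescue of mutant channel to the surface after 24 h compound exposure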
FN deposit inh – inhibitors of fibronectin matrix deposition, primary screen, AH1F cells, Alexa488-fibronectin fluorescence, plate reader | inhibition, % at 12.6 µM | 350,000 tested, 0.086% active | AH1F fibroblasts, overnight;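 active means mean inhibition across replicates of 30% or more, regardless of how many single replicates reach that level; inconclusive means mean under 30% yet at least half of replicates reach 30%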;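 further: positive control wells lacked labelled fibronectin entirely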
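Material – AH1F fibroblast monolayer, labelled fibronectin deposition · Reagent – labelled fibronectin 24 nM · Timing – 1 h adhesion, overnight exposure · Measured by – fluorescence at 485 nm excitation, 525 nm emission · Read-out – inhibition of fibronectin deposition signal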
INS-1E GSIS act – GLuc luminescence reporter in INS-1E cells, primary screen for activators of glucose-dependent secretion of insulin | INS-1E GLuc reporter insulin secretion, 2-3 h | 370,000 tested, 0.61% active | AID 743287, 2014 | activation, % at 16.6 µM;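 active means lowest replicate activation of at least 40%, so every replicate reaches that level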;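 further: 0% = median of neutral control wells and 100% = median of IBMX positive control wells; some compounds called inactive have numbers as strong as hits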
EWS-Fli block – EWS/Fli-driven NR0B1 reporter inhibitors, primary screen, A673 cells, NR0B1 luciferase, luminescence, MLPCN library. viability-normalised. inhibition, % at 12.6 µM. 350,000 tested, 0.67% active. AID 651661, 2012;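 active means mean inhibition of at least 50% after viability correction, with every replicate also passing that limit; inconclusive means mean reaches 50% but only one of two replicates passes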;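 further: firefly luciferase signal divided by Alamar Blue viability fluorescence both relative to DMSO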
PAX8 reporter – inhibitors of PAX8-driven TPO luciferase reporter, primary screen, RMG-I cells, single concentration; AID 652154, 2013; inhibition, % at 12.6 µM; SteadyGlo, 24 h; 360,000 tested, 1.2% active;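 active means mean replicate inhibition at least 60% with every replicate also reaching 60%; inconclusive means only one of the two criteria is met; inactive means mean below 60% and not all replicates reaching 60%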;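 further: luciferase light reporting Pax8 driven TPO promoter activity; plate controls were median of neutral control wells for no effect and mitoxantrone controls for full effect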
miR-122 sensor – miR-122 Renilla sensor signal increase in Huh7, primary screen, miR-122 inhibitor project, cell-based, single point, plate reader; AID 602342, 2012; 340,000 tested, 0.3% active; activation (reporter increase), % at 12.5 µM; Huh7 miR-122 Renilla luciferase sensor, 48 h; neutral wells = 0, positive control = 100;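 active means mean replicate activation score at least 90 and every replicate individually at or above 90; inconclusive means only one of the two criteria met; inactive means neither criterion met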;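 further: higher luciferase means less miR-122 activity so hits act as miR-122 inhibitors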
DENV2 CPE – inhibitors of DENV2 cytopathic effect, primary screen, cell-based, plate reader, single concentration; DENV2-infected cells, cytopathic effect rescue; 350,000 tested, 1.7% active; AID 651640, 2012; CPE inhibition, % at 9.99 µM; in the data active means CPE inhibition above about 20%, passing the limit was not always enough; inconclusive means no clear call, values can overlap the other calls; tested in BHK-21 cells;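 further: 0% = median of neutral control wells and 100% = median of positive control wells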
An asterisk follows results filed as active; ? = inconclusive; nt = no result given; [ ] = dose if it differs, or a comment. An unsorted share of the library, and some 3.9% of all compounds hit somewhere here.

The line under a structure holds: miR-122 sensor	DENV2 CPE	F508del corr	INS-1E GSIS act	FN deposit inh	EWS-Fli block	PAX8 reporter
- COCc1cn(CC[C@H]2CC[C@@H](NC(=O)Nc3ccccc3)[C@@H](CO)O2)nn1
    nt	-3	1.3	10	nt	12	4
- Cc1nn(Cc2ccccc2)c(C)c1CNC(=O)c1ccc(F)c(S(=O)(=O)N2CCOCC2)c1
    nt	-7	-0.2	-19	2	20	11
- C[C@@H]1C(=O)O[C@@H]2CC34[C@H]5C[C@@H](C(C)(C)C)C36[C@H](OC(=O)[C@@H]6O)OC4(C(=O)O5)[C@@]12O (stereo not given in full)
    -2	18	-1.3	-3	10	0	-9
- COc1ccc(CC(NC(C)=O)C(=O)NC2CCN(C(=O)C3CCCCC3)CC2)cc1OC (stereo not given)
    nt	-2	1.4	11	-4	-10	-2
- O=C(C[C@H]1C(=O)N(c2ccc(F)c(F)c2)C[C@@H]1Cc1ccccc1)Nc1ccccc1
    13	-11	3.0	nt	-7	19	31
- O=C(CSC(=S)N1CCCC1)N/N=C/c1c(O)[nH]c(=S)[nH]c1=O
    0	2	-0.2	-6	1	-67	-1
- c1ccc(CN2CCC(N3CCN(Cc4ccc5c(c4)OCO5)CC3)CC2)cc1
    -13	6	-0.4	20	3	12	-8
- Cc1ccc(N2CC(C(=O)Nc3nnc(SCCC4OCCO4)s3)CC2=O)cc1C (stereo not given)
    1	8	-0.1	3	-10	6	-1
- Cc1ccccc1-n1nc2c(c1NC(=O)COc1ccc(Cl)cc1)CS(=O)C2 (stereo not given)
    2	15	3.2	nt	-2	5	-17
- COc1ccccc1NC(=O)N[C@H]1CC[C@@H](CCNC(=O)Cc2ccccn2)O[C@H]1CO
    nt	-5	-0.2	-3	-2	6	12
- N#C/C(=C/c1ccc(OC(=O)c2ccc(Br)s2)cc1)c1nc2ccccc2[nH]1
    -2	1	-1.0	1	-14	-43	-73
- COc1ccc(NC(=O)N2C[C@@H]3[C@H](c4ccccc42)[C@@H](CO)N3C(=O)C2CC2)cc1
    0[16.7 µM]	2	-4.9	1	nt	-2	0
- COc1ccc(C(=O)N/N=C/c2ccc(OC)c(COc3ccc(F)cc3F)c2)cc1
    nt	3	2.2	9	3	-8	21
- O=C(O)CC1NCCc2ccccc21 (stereo not given)
    nt	-4	-0.7	4	-11	0	0
- C[C@@H]1CCCCO[C@H](CN(C)C(=O)Nc2ccc3c(c2)OCO3)[C@H](C)CN([C@@H](C)CO)C(=O)c2cc(NC(=O)C3CCCCC3)ccc2O1
    6[16.7 µM]	?	-2.5	-10	nt	6	nt

Whole records from above. Order of values: miR-122 sensor, DENV2 CPE, F508del corr, INS-1E GSIS act, FN deposit inh, EWS-Fli block, PAX8 reporter
COc1ccc(NC(=O)N2C[C@@H]3[C@H](c4ccccc42)[C@@H](CO)N3C(=O)C2CC2)cc1 is listed with 0[16.7 µM], 2, -4.9, 1, nt, -2, 0
Cc1nn(Cc2ccccc2)c(C)c1CNC(=O)c1ccc(F)c(S(=O)(=O)N2CCOCC2)c1 is listed with nt, -7, -0.2, -19, 2, 20, 11
COc1ccc(CC(NC(C)=O)C(=O)NC2CCN(C(=O)C3CCCCC3)CC2)cc1OC (stereo not given) is listed with nt, -2, 1.4, 11, -4, -10, -2

Remaining list, next part:
The line under a structure holds: miR-122 sensor	DENV2 CPE	F508del corr	INS-1E GSIS act	FN deposit inh	EWS-Fli block	PAX8 reporter
- O=C(Cn1cnc2c(NCc3ccccc3)ncnc21)NCc1ccc2[nH]ccc2c1
    -3	-1	1.5	43	-8	1	11
- CC(C)(C)NC(=S)NCc1cccnc1
    12	nt	nt	22	-8	nt	nt
- O=C(c1cnccn1)N1CC(=O)N2[C@H](CO)[C@H](c3ccc(-c4cccc(F)c4)cc3)[C@H]2C1
    nt	?	1.4	11	12	-14	-5
- O=C(C[C@H]1CC[C@@H](NC(=O)c2ccccc2)[C@H](CO)O1)NCc1ccc(Oc2ccccc2)cc1
    nt	-2	-0.2	-1	-1	6	11
- C[C@@H](NC(=O)C[C@@H]1CC[C@@H](NC(=O)C2CCC2)[C@H](CO)O1)c1ccccc1
    nt	1	-0.7	1	nt	3	-5
- COc1ccc(CN(C)C[C@H]2Oc3c(NC(=O)C4CC4)cccc3C(=O)N([C@H](C)CO)C[C@@H]2C)cc1
    54[16.7 µM]	-4	3.0	-15	3	-1	nt
- Cn1c(C(=O)NCCN2CCN(Cc3ccccc3)CC2)cc2c(=O)n(C)c3ccccc3c21
    -11	-6	0.2	2	1	-8	-13
- C[C@H]1CN([C@@H](C)CO)C(=O)CCCn2cc(nn2)CO[C@H]1CN(C)C(=O)CCCN(C)C
    10[16.7 µM]	-7	-1.5	-6	3	-7	-41
- COCC1CCCN(C(=O)c2cc(COc3cccc4cccnc34)on2)C1 (stereo not given)
    0	-8	1.1	-3	nt	-2	-6
- O=C(Nc1ccc2cn[nH]c2c1)c1ccc(Cl)c(S(=O)(=O)N2CCOCC2)c1
    nt	-16	nt	10	4	-17	-37
- Cc1ccc2c(c1)N(C(=O)CCC(=O)NCc1cccnc1)CCO2
    -7	15	0.9	-6	-3	0	3
- CCN(Cc1ccc(Br)s1)C(=O)CSc1nnc(C2CC2)n1C1CC1
    0	-10	1.1	-9	6	4	30
- O=C(c1ccco1)N1CCN(S(=O)(=O)c2cccc([N+](=O)[O-])c2)CC1
    nt	-2	1.5	8	-25	-7	4
- Cc1ccc(S(=O)(=O)N(CC(=O)N2CCCC2)C2CCCCC2)cc1
    33	nt	-1.1	10	nt	3	nt
- COC(=O)[C@@]1(Sc2ccc(C)cc2)CC(=O)N(c2ccc3c(ccn3C)c2)[C@@H]1c1ccccc1
    nt	-3	6.0	-18	3	8	27

Going on with the list:
The line under a structure holds: miR-122 sensor	DENV2 CPE	F508del corr	INS-1E GSIS act	FN deposit inh	EWS-Fli block	PAX8 reporter
- Cc1ccc(Cc2c(C3CCCCC3)nc3ccc(Cl)cn23)cc1
    -1	-7	-2.6	2	-1	-29	-9
- CC(=O)N(C)C[C@@H]1Oc2cc(C#CC3CCCC3)ccc2S(=O)(=O)N([C@@H](C)CO)C[C@@H]1C
    23[16.7 µM]	-7	-4.8	-7	-12	3	-16
- O=C1NC[C@@H](CCCCN2C[C@H](Cc3ccccc3)N(CCC3CCCCC3)C(=O)C2=O)N(Cc2ccccc2)C1=O
    nt	-2	0.9	-38	-1	5	18
- O=C(N[C@@H]1CC[C@@H](CC(=O)N2CCCCC2)O[C@H]1CO)c1cccc(F)c1
    nt	-2	-3.3	0	nt	-2	5
- COc1cc2c(cc1OC)CN(Cc1cc(OC)c(O)c(OC)c1)CC2
    -2	7	-3.6	5	5	6	-6
- CC(C)NC[C@H](O)COc1ccc(CC(N)=O)cc1
    -1	5	nt	nt	0	3	-8
- CCc1ccc(C(=O)NC(CCSC)C(=O)O)cc1 (stereo not given)
    nt	nt	nt	-3	-6	nt	-10
- Cc1ccc2ccccc2c1COC(=O)c1nonc1N
    -1	nt	-0.6	-24	nt	-7	nt
- N#CC1(Nc2ccc3ccccc3c2)CCCC1
    nt	15	1.0	nt	-3	-34	-35
- CC1CCCCC12NC(=S)N(c1ccccc1)N2 (stereo not given)
    -4	1	-1.2	nt	16	4	-48
- Cc1ccccc1-c1nc(NC(C)C)nc2ccsc12
    2	-9	-0.6	5	2	1	-10
- CC(c1ccccc1F)n1cc(C(=O)NCCCc2nc3ccccc3[nH]2)nn1 (stereo not given)
    nt	-7	1.0	-16	6	1	-1
- CCCCC(=O)NCCc1ccc(S(N)(=O)=O)cc1
    -3	nt	nt	nt	8	nt	-11
- COc1ccc(NC(=O)Nc2ccc3c(c2)C(=O)N([C@@H](C)CO)C[C@@H](C)[C@H](CN(C)Cc2ccc(Cl)c(Cl)c2)OCCCC[C@@H](C)O3)cc1
    -9[16.7 µM]	-18	-3.3	1	nt	2	48
- O=C(COC(=O)C1CCN(c2ccc(C(F)(F)F)cn2)CC1)NCc1ccccc1
    -1	-2	3.6	-63	5	1	-13

Reformatted with each value named: 3 of the compounds above.
> Cc1ccc2ccccc2c1COC(=O)c1nonc1N
  miR-122 sensor: -1 | DENV2 CPE: nt | F508del corr: -0.6 | INS-1E GSIS act: -24 | FN deposit inh: nt | EWS-Fli block: -7 | PAX8 reporter: nt

> N#CC1(Nc2ccc3ccccc3c2)CCCC1
  miR-122 sensor: nt | DENV2 CPE: 15 | F508del corr: 1.0 | INS-1E GSIS act: nt | FN deposit inh: -3 | EWS-Fli block: -34 | PAX8 reporter: -35

> CC1CCCCC12NC(=S)N(c1ccccc1)N2 (stereo not given)
  miR-122 sensor: -4 | DENV2 CPE: 1 | F508del corr: -1.2 | INS-1E GSIS act: nt | FN deposit inh: 16 | EWS-Fli block: 4 | PAX8 reporter: -48

(listing goes on)
The line under a structure holds: miR-122 sensor	DENV2 CPE	F508del corr	INS-1E GSIS act	FN deposit inh	EWS-Fli block	PAX8 reporter
- CC(=O)N1N=C(c2ccccc2O)CC1c1cccs1 (stereo not given)
    nt	0	-0.6	5	2	10	0
- CCCN1CCN(C(=O)c2ccc3nc(CC)c(CC)nc3c2)CC1
    nt	-1	0.8	-9	-2	-9	-4
- CC(OC(=O)c1cc[n+]([O-])cc1)C(=O)Nc1ccc(C(N)=O)cc1 (stereo not given)
    5	-12	1.3	7	5	-4	-6
- CCOc1ccc(NC(=O)NC2(C(=O)NCc3ccco3)CCCCC2)cc1
    9	1	-1.2	-9	11	-6	-13
- O=C(CC1Sc2ccccc2NC1=O)NCc1cccc(Cl)c1 (stereo not given)
    nt	5	0.8	1	3	5	14
- COc1ccc(NC(=O)/C(C#N)=C/c2cccnc2)c(OC)c1
    nt	-5	1.1	7	4	-5	-2
- O=C(CN1C(=O)NC(c2ccccc2)(c2ccccc2)C1=O)NCc1ccccc1
    4	8	-4.8	-40	2	-2	13
- C[C@@H]1CN([C@H](C)CO)C(=O)c2cc(NS(=O)(=O)c3ccccc3)ccc2O[C@@H](C)CCCCO[C@@H]1CN(C)C(=O)c1ccncc1
    3[16.7 µM]	7	2.7	18	nt	-15	10
- C[C@@H]1CCCCO[C@@H](CN(C)S(=O)(=O)c2ccc(F)cc2)[C@H](C)CN([C@H](C)CO)C(=O)c2cc(NC(=O)Cc3ccccc3)ccc2O1
    -9[16.7 µM]	-1	-1.2	-23	-14	11	53
- Cc1ccc(/C=C2/CCc3c([nH]c4ccccc34)C2=O)cc1
    42	nt	nt	nt	7	nt	-162
- C/C=C/c1ccc([C@H]2[C@@H](CO)N(C(=O)c3ccccn3)C23CN(CCC(F)(F)F)C3)cc1
    nt	-11	-0.7	2	7	0	-5
- COc1ccc(/C=C/C(=O)NC(=S)NN2CCCCC2c2cccnc2)cc1OC (stereo not given)
    nt	7	-0.4	70*	1	-3	0
- CN(C)c1ccc2c(c1)[C@@H]1C[C@H](CC(=O)NCC3CC3)O[C@@H](CO)[C@@H]1O2
    1[16.7 µM]	-6	3.2	9	nt	0	-10
- CC(C(=O)NC(C)(C)C)n1c(-c2ccc3c(c2)OCO3)nc2ccccc21 (stereo not given)
    nt	-16	1.3	9	1	-39	-18
- COc1cc(C2/C(=C(\O)c3ccc4c(c3)CC(C)O4)C(=O)C(=O)N2CCN2CCOCC2)cc(OC)c1OC (stereo not given)
    nt	8	-0.2	13	5	1	2
- CCOc1ccc(N(C(=O)CNC(=O)c2ccco2)C(C(=O)NC2CCCC2)c2ccncc2)cc1 (stereo not given)
    nt	3	nt	-9	nt	-7	2
- Cc1ccc(N=C2NC(=O)/C(=C/C=C/c3ccco3)S2)cc1
    1	-4	nt	-5	2	5	1
